Cl transport mod – modulates chloride dependent transport by human KCC2; Q9H2X9; KCC2 cells, thallium flux FluoZin-2 fluorescence; B-score of Tl+ flux slope (higher = more flux/activation; lower = inhibition) at 10 µM; hit rate 2.2% among 190,000;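 active means thallium flux slope and its plate-corrected score both differing from the plate sample mean at a set confidence after two filtering rounds, in either direction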;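 further: slope of fluorescence scaled to starting intensity during 10 to 20 s after thallium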
Wee1 degr inh – inhibitors of human Wee1 degradation; HeLa Luc-Wee1K328M stability, luciferase luminescence; 100% = proteasome inhibitor MG132 effect; hit rate 1.2% among 220,000; reporter increase, % at 5 µM; P30291;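 active means activation above the mean of all tested compounds plus 3 SD, set per screening run, cut at about 8.8% in these data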;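 further: cells exposed to compound for 20 h before luminescence read; 0% = DMSO alone and 100% = MG132 at 30 µM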
FXIa inh – inhibitors of human coagulation factor XIa | P03951 | purified FXIa, Boc-Glu-Ala-Arg-AMC fluorogenic substrate | inhibition, % at 5 µM | hit rate 0.14% among 220,000 | AID 798;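 active means inhibition of at least 40%; inactive means inhibition below 40%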;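 further: fluorescence of freed AMC excited at 355 nm; 0% = enzyme without compound and 100% = no enzyme blank; many of its hits are not listed in these tables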
PERK inhibitor – human PERK inhibition, primary cell-based screen | hit rate 0.17% among 220,000 | inhibition, % at 5.6 µM | CHO PERK-DD fusion, SEAP luminescence translation reporter;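 active means inhibition above the mean inhibition of all tested compounds plus 3 SD, set separately per screening campaign, cut at about 2.9% in these data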;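 further: PERK kinase domain activated by AP20187 dimerizer at 100 nM; 0% = DMSO with dimerizer and 100% = rapamycin at 8.4 µM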
hK5 inh – kallikrein 5 (human) inhibition; recombinant hK5, fluorogenic AMC substrate cleavage; inhibition, % at 5 µM; hit rate 0.59% among 210,000; AID 873;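 active means inhibition of 40% or more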;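 further: 0% = enzyme controls without compound and 100% = no-enzyme blanks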
Target sequence (Q9Y337 67-293 limits assumed): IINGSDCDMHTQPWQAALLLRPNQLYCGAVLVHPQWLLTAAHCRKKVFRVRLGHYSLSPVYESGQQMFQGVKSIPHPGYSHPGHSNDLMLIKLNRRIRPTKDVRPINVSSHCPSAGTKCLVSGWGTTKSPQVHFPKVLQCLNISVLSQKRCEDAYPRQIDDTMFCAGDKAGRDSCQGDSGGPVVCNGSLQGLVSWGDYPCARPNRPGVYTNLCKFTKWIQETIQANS
FXIIa inh 1536 – inhibitors of human coagulation factor XIIa; hit rate 0.3% among 220,000; P00748; purified FXIIa, Boc-QGR-AMC fluorogenic substrate, 2 h; inhibition, % at 5 µM; in the data active means inhibition above about 40%;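 further: 0% = enzyme with no compound and 100% = blank without enzyme; many of its hits are not listed in these tables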
Target sequence (P00748 20-372 limits assumed): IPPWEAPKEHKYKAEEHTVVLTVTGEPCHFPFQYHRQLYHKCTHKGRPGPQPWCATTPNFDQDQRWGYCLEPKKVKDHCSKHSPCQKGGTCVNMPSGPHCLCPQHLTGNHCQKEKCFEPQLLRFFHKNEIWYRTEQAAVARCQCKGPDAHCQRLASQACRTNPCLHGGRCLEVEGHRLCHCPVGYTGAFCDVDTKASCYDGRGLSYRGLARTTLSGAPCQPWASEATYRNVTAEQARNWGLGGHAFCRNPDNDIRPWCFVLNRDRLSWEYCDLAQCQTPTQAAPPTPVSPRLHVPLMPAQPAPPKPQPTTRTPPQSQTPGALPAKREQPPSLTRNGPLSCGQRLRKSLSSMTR
Target sequence (P00748 373-615 limits assumed): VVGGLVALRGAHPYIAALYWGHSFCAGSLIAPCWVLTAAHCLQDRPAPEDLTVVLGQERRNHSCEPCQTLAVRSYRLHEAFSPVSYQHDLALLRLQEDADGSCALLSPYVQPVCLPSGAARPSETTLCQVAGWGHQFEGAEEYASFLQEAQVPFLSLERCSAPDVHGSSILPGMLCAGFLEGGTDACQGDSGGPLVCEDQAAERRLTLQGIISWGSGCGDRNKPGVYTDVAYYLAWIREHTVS
Furin inhibitor – blocks human furin protease activity; purified furin, fluorogenic substrate cleavage; inhibition, % at 30 µM; hit rate 0.061% among 220,000; AID 463115; in the data active means inhibition above about 25%; further: inactives centre near -15
p97 inhibitor – human p97 ATPase inhibition. P55072. recombinant p97 ATPase, Kinase-Glo ATP luminescence, 3 h. inhibition, % at 8 µM. hit rate 0.42% among 220,000. AID 1481; in the data active means inhibition above about 15%;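 further: 0% = DMSO vehicle and 100% = wells lacking enzyme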
Thrombin inh – inhibitors of human thrombin; alpha-thrombin, Boc-VPR-AMC fluorogenic substrate cleavage; inhibition, % at 5 µM; hit rate 0.26% among 220,000;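 active means inhibition at or above 40%; inactive means inhibition below 40%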;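 further: 0% = enzyme with no compound and 100% = wells without enzyme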
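signal = AMC fluorescence, 355/460 nm | material = human alpha-thrombin enzyme | control set = enzyme without compound as high, wells lacking enzyme as low | times = reaction at room temperature | read-out basis = percent inhibition scaled between no-compound controls and no-enzyme blanks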
Numbers without * were called inactive; · = not tested or not shown; [ ] = another dose, or the depositor's remark. Outcome played no part in choosing rows; any-hit rate near 4.4%.

hK5 inh	Furin inhibitor	Wee1 degr inh	Thrombin inh	Cl transport mod	PERK inhibitor	p97 inhibitor	FXIIa inh 1536	FXIa inh	Molecule
1.4	-18.0	-1.1	-8.5	-0.16	1.5	4.9	7.4	3.2	O=C(O)C12CC3CC(C1)CC(n1ncc(NCc4ccccc4)c(Cl)c1=O)(C3)C2
-9.5	-11.2	-1.9	-0.2	0.552	2.3	7.6	8.3	5.4	COc1cc(NC(=S)N(C)C)c(OC)cc1Cl
11.9	-17.6	1.9	-5.3	·	-0.8	-3.2	5.5	-3.1	COCCCNC(=O)c1ccc(N2CCCC2)c(NS(=O)(=O)c2ccc(C)cc2)c1
-4.4	-1.8[20 µM]	-0.3	3.7	-1.42	0.7	0.8	5.8	0.6	Cn1c(SCC(=O)N2CCN(S(=O)(=O)c3ccccc3)CC2)nc2ccccc21
-7.1	-6.8	1.8	-0.3	·	-0.6	1.1	9.9	-9.0	O=c1c2ccccc2sn1-c1cc(S(=O)(=O)N2CCOCC2)ccc1N1CCOCC1
-6.5	-9.6[20 µM]	-2.8	-1.0	0.802	-1.3	-4.5	10.4	-2.5	c1ccc2c(c1)oc1c(N3CCN(Cc4ccc5c(c4)OCO5)CC3)ncnc12
-6.2	-4.1	-1.6	2.8	·	0.5	3.0	-0.4	-5.1	CC(C)N1CCC(N2CCN(Cc3cc4c(cc3Cl)OCO4)CC2CCO)CC1 (centres undefined)
-2.7	-8.3[20 µM]	-0.5	5.3	·	0.2	2.3	11.6	2.2	Cc1sc(N/N=C/C=C/c2ccccc2)nc1-c1ccccc1
-3.8	-9.4	-2.9	-5.6	0.673	-0.2	-1.1	0.7	-3.8	Cc1ccc(OCC(=O)Nc2ccc(F)cc2)c([N+](=O)[O-])n1
-15.1	-13.9[20 µM]	-0.8	-11.9	-0.247	1.4	0.2	14.7	-3.0	CCc1ccccc1N(CC(=O)OC)S(C)(=O)=O
-6.4	-13.6	-3.7	-4.8	0.265	0.7	1.4	6.0	0.3	Clc1cccc(CN2CCCCCCC2)c1Cl
3.0	-3.3	-0.8	-4.9	0.384	1.3	7.9	-15.9	-8.2	CCOC(=O)/C(C#N)=C(\N)C(C)C(=O)Nc1ccccn1 (centres undefined)
3.9	-12.8[20 µM]	1.7	-3.8	0.414	0.1	-0.3	-1.6	-4.5	C/C(CC(=O)Nc1ccccc1[N+](=O)[O-])=N\NC(=O)COc1ccccc1C
-1.3	-13.5	2.1	-3.1	-1.3	-2.2	7.1	6.3	-0.2	Nc1c(C(=O)Nc2ccccc2F)sc2nc(-c3cccnc3)ccc12
-8.4	-13.7[20 µM]	-0.2	2.4	-0.823	-1.6	-3.7	15.2	4.6	COCCn1nnnc1C(c1ccccn1)N1CCN(c2cc(Cl)ccc2C)CC1 (centres undefined)
-1.2	-9.5[20 µM]	1.2	-3.9	0.349	1.4	0.8	-3.7	-7.8	Cc1ccc(C(=O)Nc2nnc(C)s2)o1
-9.6	-7.2	-3.2	-7.5	-0.507	-0.9	-3.3	1.4	-5.1	CCOC(=O)c1c(C)[nH]c(C)c1C(=O)CSc1nc2ccccc2c(=O)n1-c1ccc(Cl)cc1
-5.5	-25.1	-2.5	-0.3	1.54	1.0	3.1	13.4	6.4	O=S(=O)(N/N=C\c1cccnc1)c1ccccc1
2.5	-2.3	0.3	0.5	·	-0.4	7.1	-1.1	2.1	CSc1nnc(-c2ccccc2)n1N
-17.4	-18.0[20 µM]	-1.7	-10.3	·	0.0	5.2	15.0	-1.5	COc1ccc(C)cc1NC(=O)CN(C)S(=O)(=O)c1cnc[nH]1

Reprinted from the part before: three compounds; new compounds follow.
hK5 inh	Furin inhibitor	Wee1 degr inh	Thrombin inh	Cl transport mod	PERK inhibitor	p97 inhibitor	FXIIa inh 1536	FXIa inh	Molecule
-5.5	-25.1	-2.5	-0.3	1.54	1.0	3.1	13.4	6.4	O=S(=O)(N/N=C\c1cccnc1)c1ccccc1
2.5	-2.3	0.3	0.5	·	-0.4	7.1	-1.1	2.1	CSc1nnc(-c2ccccc2)n1N
-17.4	-18.0[20 µM]	-1.7	-10.3	·	0.0	5.2	15.0	-1.5	COc1ccc(C)cc1NC(=O)CN(C)S(=O)(=O)c1cnc[nH]1
·	-37.0	-1.6	1.7	0.09	0.1	1.1	5.6	2.7	O=C(NNC(=S)Nc1ccccc1C(F)(F)F)c1ccc(Br)o1
-15.8	-22.0	1.5	-5.1	·	0.6	3.4	13.6	5.1	CCN1C(=O)C(O)(CC(=O)c2ccc3c(c2)OCCO3)c2ccccc21 (centres undefined)
-21.8	-16.8[20 µM]	-1.4	2.4	-1.96	-1.4	-5.7	3.3	-0.8	COC(=O)c1cc2sccc2n1CC(=O)Nc1ccc(OC)c(OC)c1OC
9.2	7.2[20 µM]	-1.2	6.3	2.58	-0.2	1.2	12.8	3.5	N#C/C(=C\c1cc([N+](=O)[O-])c(N2CCCCC2)cc1N1CCCCC1)c1nn(-c2ccccc2)c(N)c1C#N
28.0	-13.7	2.3	12.9	0.98	0.6	-3.2	11.5	7.3	C#CC(CC)(CC)NC(=O)c1c(C)noc1C
0.1	-12.3[20 µM]	3.8	-1.7	0.148	0.8	2.0	-5.6	-9.7	CC(=O)c1cnc2cc(C)nn2c1C
-2.9	-31.5	-1.2	-0.6	-0.53	0.7	0.2	8.3	-7.8	Cc1c(-c2ccc(Cl)cc2)[n+](=O)c2c(n1[O-])CCCC2
3.9	-14.4	1.1	4.0	-5.83*	-1.9	-2.5	10.2	-3.1	COC(=O)C1CCN(Cc2cn(-c3ccccc3)nc2-c2ccc3c(c2)OCO3)CC1
-2.1	-10.0	-0.9	-3.2	·	1.9	-1.8	15.7	3.0	CN(CC(=O)NCCN1CCN(c2ccccc2)CC1)S(=O)(=O)c1ccc2c(c1)CCC(=O)N2
-16.3	-21.0[20 µM]	-0.3	8.9	-0.00194	0.5	-0.1	19.2	3.1	CCc1ccccc1NC(=O)CSc1nc(-c2ccccc2)nn1C(=O)c1cccc([N+](=O)[O-])c1
-14.4	-6.5	-1.1	-7.4	2.18	-0.9	-3.9	10.9	4.6	CCOc1cc(NC(=S)NCCCN2CCOCC2)c(OCC)cc1NC(=O)C(C)C
-13.3	-2.9[20 µM]	0.9	-1.8	-2.42	-0.5	-6.8	10.9	-0.3	COc1ccc(C)cc1S(=O)(=O)N(CC(=O)Nc1ccc2c(c1)OCCO2)Cc1ccccc1
-1.4	-25.9	-2.5	-16.7	1.07	0.3	2.2	6.9	-4.1	COc1ccc(CNC(=O)CC2C(=O)NCCN2CC(C)(C)C)c(OC)c1 (centres undefined)
3.5	-13.8	0.7	-4.2	0.184	0.2	0.1	10.2	1.1	CN(C(=O)CCc1nnc(CCCCc2ccccc2)o1)C1CC(C)(C)NC(C)(C)C1
-2.3	-18.8	3.8	-6.0	4.75*	2.1	7.6	7.2	1.1	COC(=O)c1sccc1NC(=S)OC
-12.2	-13.5[20 µM]	-1.6	0.1	·	0.8	5.2	13.0	4.5	O=C(O)C1C(C(=O)Nc2ccc(Cl)cc2)C2C=CC1C21CC1 (centres undefined)
-1.8	-16.6	0.2	-9.3	-0.00086	-0.2	-1.0	9.4	3.0	CCn1c(-c2cccn(Cc3ccccc3)c2=O)n[nH]c1=S
3.6	-4.3[20 µM]	-1.2	3.0	-2.2	-0.3	4.5	14.2	4.2	COc1ccccc1-c1noc(CCC(=O)Nc2ccccc2Cl)n1
·	-19.6	0.9	22.3	-1.01	1.4	1.5	3.9	-3.9	Cc1ccc(-c2nc(NCc3ccco3)n(C(=O)c3ccco3)n2)cc1
-9.1	-26.9	-0.8	-1.4	-0.266	-0.5	2.0	4.3	-4.6	CCOC(=O)c1[nH]c(C)c(C(=O)OCC(=O)Nc2sc3c(c2C#N)CCCCC3)c1C

Given with values under each structure: entries from further up.
Order of values: hK5 inh, Furin inhibitor, Wee1 degr inh, Thrombin inh, Cl transport mod, PERK inhibitor, p97 inhibitor, FXIIa inh 1536, FXIa inh
> CN(C(=O)CCc1nnc(CCCCc2ccccc2)o1)C1CC(C)(C)NC(C)(C)C1
    3.5, -13.8, 0.7, -4.2, 0.184, 0.2, 0.1, 10.2, 1.1
> O=C(O)C1C(C(=O)Nc2ccc(Cl)cc2)C2C=CC1C21CC1 (centres undefined)
    -12.2, -13.5[20 µM], -1.6, 0.1, ·, 0.8, 5.2, 13.0, 4.5

The list goes on.
hK5 inh	Furin inhibitor	Wee1 degr inh	Thrombin inh	Cl transport mod	PERK inhibitor	p97 inhibitor	FXIIa inh 1536	FXIa inh	Molecule
-6.7	-22.3[20 µM]	-0.1	-3.0	0.0505	1.4	3.3	21.4	4.6	COc1ccc(OCC(=O)c2c(O)c3ccccc3oc2=O)cc1
-35.9	3.3	4.1	-0.6	-0.00862	-2.0	-1.8	15.1	-0.2	CC(C)CC(NC(=O)OC(C)(C)C)C(=O)NCc1ccccc1 (centres undefined)
-10.5	-16.8[20 µM]	-0.2	-0.6	-0.386	-0.1	0.3	7.7	-4.5	O=C1CC(c2ccccc2)CC(O)=C1C=NC1CCCCCC1 (centres undefined)
4.7	-10.8	6.5	9.0	-0.106	2.5	5.1	12.9	0.6	O=C(O)c1ccc(-c2ccco2)n1Cc1ccccc1
-5.2	-21.0	5.9	-5.0	0.309	1.1	4.6	13.0	4.7	CCOC(=O)c1c(-c2ccc(F)cc2)csc1NC(=O)c1c(-c2ccccc2)noc1C
·	-14.7	2.0	-2.6	-0.383	0.4	5.8	8.5	0.9	CN(CCc1ccccn1)C(=O)CCC1CCCN(C(=O)c2cscn2)C1 (centres undefined)
-3.3	-12.1	2.2	-6.8	-0.183	1.0	5.7	0.9	-3.1	CCCCCC(=O)NNC1CC(=O)N(c2ccccc2)C1=O (centres undefined)
-10.6	-23.8	-2.0	-4.0	-1.68	1.2	1.4	15.4	9.2	Oc1ccccc1N1CCN(C(=S)NCCc2ccccc2)CC1
-12.0	-28.0	-2.9	-2.0	0.31	0.2	-4.4	4.9	-3.7	CCCCOc1ccc(N(CC(=O)NC(C)C)C(=O)CCC(=O)Nc2ccccn2)cc1
4.3	-14.0	0.7	1.4	0.942	0.1	-1.6	7.9	0.7	CC1(C)CC(=O)C(CC(=O)NC2CCCc3ccccc32)C(=O)C1 (centres undefined)
2.5	-3.3	-1.6	3.1	0.00506	-1.3	-6.6	17.8	3.3	O=C(CCN1C(=O)COc2ccccc21)NCCCN1CCN(c2ccc(F)cc2)CC1
-8.8	-16.7	-0.9	-7.6	0.597	0.0	-4.2	3.1	-1.3	OC(COCc1ccccc1)CN1CCc2ccccc2C1 (centres undefined)
-4.5	-28.8	-0.4	2.6	0.739	1.6	-3.3	25.2	21.5	CC(C)c1nc(C#N)c(N2CCOCC2)o1
12.7	-30.1	-1.5	2.6	0.376	0.9	8.3	5.0	0.3	CSCCCNC(=S)Nc1cccc(S(=O)(=O)NC2=NCCC2)c1
3.0	-21.3	-1.1	-8.9	0.663	0.7	2.8	2.8	5.5	O=C(NCCNC(=O)c1ccco1)c1cccc(F)c1
-9.6	-1.7	13.6*	-0.6	-0.0603	2.0	11.6	5.2	-5.2	COc1ccc2[nH]c3c4c(ccc3c2c1)C(=O)C=CC4=O
-8.5	-15.3	-1.6	-2.8	0.525	0.2	2.1	24.4	6.2	COC(=O)c1[nH]c2ccccc2c1NS(=O)(=O)c1ccc(F)c(C)c1
-13.3	-27.7[20 µM]	6.6	1.0	1.25	0.4	0.8	11.7	4.5	CCCn1nnc(NC(=O)c2ccc(Br)cc2)n1
4.0	-14.5	-1.0	1.9	0.459	0.3	-5.7	12.3	2.6	CC(=O)/C=C(\C)N=Nc1c(O)[nH]c2ccccc12
-10.9	-16.2	5.9	-9.1	0.11	1.9	5.3	2.1	-5.4	CCc1cc(C(=O)c2ccccc2OC)c(N)s1

Source: PubChem BioAssay
